Assay outcomes (PubChem BioAssay)
XIAP antagonists: small molecules displacing peptide from XIAP – biochemical, IAP family, fluorescence polarization (AID 1018); XIAP BIR domain, fluorescence polarization peptide displacement; higher % means a stronger effect; displacement, % at 20 µM, or IC50 in µM where a hit was titrated; 200,000 tested, 0.007% active; in the data active = displacement above about 50%; note: a part of the inactive calls stands beside numbers as strong as those of hits
CSM14.1 death rescue: protection against thapsigargin-triggered cell killing – 384-well, CSM14.1, ATP luminescence, primary screen (AID 1222). CSM14.1 thapsigargin-induced death rescue, ATP luminescence; higher % means a stronger effect. 190,000 tested, under 10 active. cellular ATP content (survival), % at 20 µM; hits with a dose series show EC50 in µM;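 active = EC50 below 50 µM in the dose-response confirmation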;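 note: death triggered by thapsigargin at about 15 µM added after 2 h compound pretreatment; cell ATP read after overnight thapsigargin exposure of roughly 18 to 22 hours; normalized against plate controls of thapsigargin alone and 5% DMSO vehicle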
Dengue-2 NS5 capping: flavivirus cap methylation enzyme inhibition – biochemical, confirmation dose response, primary screen (AID 588689) | inhibition, % at 25 µM, or IC50 in µM where a hit was titrated | Dengue-2 NS5 methyltransferase capping enzyme assay, biochemical; higher % means a stronger effect | 340,000 tested, 0.3% active; in the data active = a potency from the dose series
Yfh1-off respiration: enhancers of respiration in Yfh1-depleted yeast, dose response, Friedreich's ataxia, plus single-dose screen (AID 1465). S. cerevisiae Yfh1-off respiration, WST-1 reduction, 72 h; higher fold induction means a stronger effect. fold induction at 50 µM; hits with a dose series show EC50 in µM. 220,000 tested, 0.074% active;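 active = fold induction of absorbance versus untreated yeast above a set limit, then at least 30% activation at any dose in follow-up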;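 note: activators that raise dye reduction in frataxin-depleted yeast; strong numbers were not always called active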
WT yeast gro inh: growth inhibition of WT yeast, mitochondrial fusion screen; mitochondrial fusion phenotypic screen, WT strain; 190,000 tested, 2.1% active; inhibition, % at 10 µM; in the data active = inhibition above about 58%; tested in S. cerevisiae
UTI89 phage lysis: inhibition of K1F phage lysis, E. coli UTI89, bacterial capsule biogenesis inhibitors, alamar blue (AID 488966) | E. coli UTI89 K1F phage lysis, alamar blue, 2 h; higher % means a stronger effect | one-dose inhibition, % at 100 µM; IC50 in µM for titrated hits | 340,000 tested, 0.02% active;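 active = phage lysis inhibition, versus mean bacterial control, above a set limit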;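 note: capsule biogenesis inhibitors block K1F phage lysis so surviving cells raise fluorescence; higher fluorescence means more inhibition of phage lysis; actives were called in the ten point dose series up to 300 µM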
West Nile virus CPE: West Nile virus antiviral activity, cell-based, CPE readout (AID 1621) | West Nile virus-infected cells, CPE inhibition; higher % means a stronger effect | one-dose CPE inhibition, % at 10 µM; IC50 in µM for titrated hits | 290,000 tested, 0.02% active; in the data active = a potency from the dose series; note: strong numbers were not always called active
RSV CPE inhibition: inhibition of RSV-induced cytopathic effect – HEp-2 cells, primary 10 µM value included (AID 2391). HEp-2 cells, RSV-induced CPE inhibition; higher % means a stronger effect. 310,000 tested, 0.13% active. CPE inhibition, % at 10 µM, or IC50 in µM where a hit was titrated; in the data active = a potency from the dose series; note: strong numbers were not always called active
SV40 large T antigen: TAg ATPase/helicase activity blockers – biochemical (AID 1903); SV40 large T antigen ATPase/helicase inhibition assay; higher % means a stronger effect; inhibition, % at 20 µM, or IC50 in µM where a hit was titrated; 310,000 tested, 0.39% active; in the data active = a potency from the dose series; note: strong numbers were not always called active
WT yeast gro inh mutant strain: recorded beside WT yeast gro inh, whose call it bears; inhibition, %; mitochondrial fusion phenotypic screen, mutant strain inhibition
Dengue-2 NS5 capping pilot replicate: also measured in Dengue-2 NS5 capping; calls as there; inhibition, %; measured here: pilot screen replicate inhibition
* marks the source's active call; other numbers are inactive results; i = inactive; x = no result given; & = joins results of further samples; [ ] = another dose, or the depositor's remark.

SMILES | XIAP antagonists | CSM14.1 death rescue | Dengue-2 NS5 capping | Yfh1-off respiration | WT yeast gro inh | WT yeast gro inh mutant strain | UTI89 phage lysis | West Nile virus CPE | RSV CPE inhibition | SV40 large T antigen | others
CCC(CC)NC(=O)c1ccc(Cl)cc1 | -9.2% | -0.8% | -3% | i | 11 | 11 | 5.5% | 0.1% | 0.8% | 4%
COCCn1nnnc1C(c1cccc(OC)c1OC)N1CCN(C2CCCCC2)CC1 (stereo unspecified) | -1.9% | 3.0% | -1% | i | -1 | 18 | 0.9% | -0.3% | 0.4% | 14%
CN1CC(=O)N=C1N | x | x | -3%&0% | x | x | x | 2.7%&2.7% | 1.4% | 2.8%&-2.3% | 18%&17%
O=C(Cc1ccc(F)cc1)NCC1CCCO1 (stereo unspecified) | -1.5% | -1.2% | -2% | i | 2 | 17 | -1.4% | 1.8% | -0.1% | 18%
CCOC(=O)N1CCN(C(=O)CN(c2cccc(C)c2)S(=O)(=O)c2ccccc2)CC1 | -7.1% | 0.5% | -2% | i | 4 | 4 | 1.0% | 0.0% | 1.2% | 7%
CS(=O)(=O)N(Cc1cc2ccccc2[nH]c1=O)C1CCCCC1 | -0.5% | -1.7% | 3% | x | 94* | 6.8* | 0.5% | x | 4.4% | 2%
COC(=O)C1=C(C)N(Cc2ccc(C)cc2)C(=O)/C1=C\c1ccc(O)c(OC)c1 | -2.6% | -0.9% | -12% | i | -7 | 10 | 0.2% | -0.2% | 15% | 12%
CCOC(=O)C1C(=O)C=C(c2ccc(NS(C)(=O)=O)cc2)CC1c1ccco1 (stereo unspecified) | -6.0% | 2.9% | 1% | i | -9 | 2 | 3.6% | 0.2% | 6.9% | 0%
Fc1cc2nc(-c3ccncc3)[nH]c2cc1F | -1.0% | 1.5% | 8% | x | 7 | -7 | -0.7% | x | -0.5% | 2%
COc1ccc(/C=N\N=C2/SC(CC(=O)O)C(=O)N2c2ccc(O)cc2)cc1OC (stereo unspecified) | -7.2% | -1.4% | -6% | i | -24 | 0 | 1.2% | -0.8% | 0.7% | 16%
COc1ccc(NC(=S)Nc2ccc(S(N)(=O)=O)cc2)c(OC)c1 | 4.3% | -0.3% | -5% | i | -13 | -4 | 0.4% | 0.9% | 1.3% | 5%
CN1C(=O)CC(N2CCN(c3ccccc3)CC2)C1=O (stereo unspecified) | x | x | 2% | i | x | x | 0.5% | -0.1% | 0.6% | x
Cc1c(Cl)cnc(NC(=O)COC(=O)c2cccc(S(=O)(=O)N3c4ccccc4CC3C)c2)c1Cl (stereo unspecified) | -7.3% | -1.0% | -6% | i | 25 | -2 | 3.1% | 0.4% | 4.3% | 5%
CC1(C)CC(=O)C2=C(C1)NC(SCC(=O)Nc1ccccc1)=C(C#N)C2c1ccco1 (stereo unspecified) | -8.8% | 4.2% | -1% | x | -5 | -2 | -0.4% | x | 9.0% | 3%
COc1ccc(CCNC(=O)CNS(=O)(=O)c2ccc(Br)s2)cc1OC | -3.0% | -1.3% | -1% | i | 1 | 6 | 5.2% | -0.2% | 1.2% | -3%

The final 2 records of the part above open the next one.
SMILES | XIAP antagonists | CSM14.1 death rescue | Dengue-2 NS5 capping | Yfh1-off respiration | WT yeast gro inh | WT yeast gro inh mutant strain | UTI89 phage lysis | West Nile virus CPE | RSV CPE inhibition | SV40 large T antigen | others
CC1(C)CC(=O)C2=C(C1)NC(SCC(=O)Nc1ccccc1)=C(C#N)C2c1ccco1 (stereo unspecified) | -8.8% | 4.2% | -1% | x | -5 | -2 | -0.4% | x | 9.0% | 3%
COc1ccc(CCNC(=O)CNS(=O)(=O)c2ccc(Br)s2)cc1OC | -3.0% | -1.3% | -1% | i | 1 | 6 | 5.2% | -0.2% | 1.2% | -3%
COc1ccc(NC(=O)/C=C/c2ccc(OC)c(OC)c2)cn1 | -6.0% | -1.5% | 1% | i | 28 | 6 | 0.5% | -0.3% | 1.1% | -6%
Cc1ccc(C(NC(=O)N2CCOCC2)=C(Cl)Cl)cc1F | -5.9% | 1.3% | -3% | i | 8 | -3 | 6.5% | 0.0% | -1.8% | 5%
CC1=C(C(=O)OC(C)C)C(c2cccs2)N2C(=O)C(C)SC2=N1 (stereo unspecified) | -0.7% | 10% | 2% | i | 3 | -12 | 2.9% | -0.3% | 0.2% | 3%
COc1cccc(N2CCN(C(=O)c3ccc(CS(=O)Cc4ccc(Cl)cc4)o3)CC2)c1 (stereo unspecified) | x | x | 0% | x | x | x | -2.1% | 1.0% | 21% | 8%
O=C(COc1ccc(S(=O)(=O)N2CCCC2)cc1)Nc1ccc2c(c1)OCCO2 | 2.5% | 1.4% | -8% | i | -15 | -4 | -1.0% | 0.3% | 1.8% | 20%
Cc1ccc(NC(=O)c2cccc(S(=O)(=O)N3CCc4ccccc4C3)c2)nc1 | x | x | -7% | x | x | x | 0.7%[50 µM] | x | 5.8% | 2%
CSc1ccc(S(=O)(=O)NC2CC2)cc1 | x | x | -3% | x | x | x | 0.1% | -0.3% | -0.2% | 2%
COc1ccc(-n2nc(C(=O)NCC(=O)Nc3ccc(F)cc3)c3ccccc3c2=O)cc1 | x | x | 7% | x | x | x | 0.1% | 0.0% | 0.6% | 2%
Cc1ccc(NS(=O)(=O)c2cc(C(=O)NCc3ccccn3)ccc2Cl)cc1 | -5.9% | -1.9% | -7% | i | -8 | 0 | 0.2% | 1.0% | -0.1% | 3%
CC(=O)Nc1ccc(OCC(O)CN2CCN(S(=O)(=O)c3ccc(NC(C)=O)cc3)CC2)cc1 (stereo unspecified) | -2.8% | -1.1% | 6% | i | 7 | -5 | 1.1% | -0.3% | 1.2% | 10%
CC(OC(=O)c1cccnc1SCc1cc(=O)n2ccccc2n1)c1ccccn1 (stereo unspecified) | -5.7% | 1.3% | -3% | i | -5 | 5 | -0.2% | 3.1% | -0.3% | 19%
CNC(=S)N(CCc1c(C)[nH]c2ccc(C)cc12)Cc1cc(OC)c(OC)c(OC)c1 | -5.7% | -1.0% | -4% | x | 16 | 3 | 0.6% | x | 1.2% | 7%
CCOC(=O)c1cc(S(=O)(=O)Nc2cccc(OC)c2)cn1C | x | x | -6% | x | x | x | -0.2% | -0.5% | 4.5% | 8%
Cc1nc(SCc2ccccc2)c([N+](=O)[O-])[nH]1 | -5.7% | -2.3% | -5% | i | 13 | 4 | >150µM* | -0.4% | 0.4% | -5%
C=CCNC(=S)N1CCN(CCN=Cc2c(C)[nH]n(-c3ccc([N+](=O)[O-])cc3)c2=O)CC1 | -4.0% | -1.0% | -4% | i | 28 | 34 | -0.2% | -0.2% | -1.9% | -1%
COc1ccc(OCC(=O)Nc2cc(NC(=O)c3ccco3)ccc2OC)cc1 | x | x | -1% | x | x | x | 0.2% | -0.9% | 1.2% | -9%
CC(C)COc1cccc(C(=O)NC(=S)Nc2cccc(NC(=O)c3ccccc3Cl)c2)c1 | -2.2% | 1.0% | -9% | i | 24 | 13 | 3.7% | -1.1% | 1.0% | 0%
CCOC(=O)c1cc(NC(=O)c2cc(C)on2)cc(C(=O)OCC)c1 | -2.2% | -3.0% | -6% | i | -19 | -18 | -1.1% | 0.1% | 0.8% | -3%
CC(=O)Nc1ccc(Nc2ncnc3c2cnn3-c2ccc(C)cc2C)cc1 | -18% | 1.3% | -10% | i | 0 | 18 | -0.3% | -0.1% | 2.5% | 10%
Nc1nc(NCc2ccccc2)nc(NCCO)c1[N+](=O)[O-] | x | x | -9% | i | x | x | -0.3% | 0.0% | x | 13%
Cc1ccnc(NS(=O)(=O)c2ccc(N)cc2)n1 | -3.0% | 0.7% | -4% | i | 2 | -10 | 2.3% | 0.5% | -0.6% | 12%&0%
COc1cccc(NC(=O)CC2S/C(=N\S(=O)(=O)c3ccccc3)N(c3ccccc3)C2=O)c1 (stereo unspecified) | -5.6% | -0.9% | -4% | i | 10 | 12 | 4.2% | 0.5% | 1.9% | -7%
CCCc1nc(NCCO)c(C#N)c2c1CCCC2 | x | x | x | i | x | x | x | -0.5% | 44% | -18%
O=C(NCC(=O)N1CCN(c2ccccc2)CC1)c1ccco1 | x | x | 5% | x | x | x | 1.2%[50 µM] | 0.3% | 1.1% | 4%
O=C(CCC(=O)c1ccc(F)cc1)Nc1cc(Cl)cc(Cl)c1 | -6.1% | 2.0% | -2% | i | 16 | 8 | 2.2% | -0.2% | 2.3% | 7%
COc1ccc(C(C)(C)NC(=O)C2CCC(=O)N(C3CC3)C2)cc1OC (stereo unspecified) | x | x | 0% | x | x | x | 1.2%[50 µM] | -0.2% | 0.4% | 4%
COc1cccc(-c2nc3ccc(C(=O)N4CCCC(O)C4)cc3o2)c1 (stereo unspecified) | x | x | -2% | x | x | x | 0.1% | -0.3% | 1.5% | 17%
Cc1cc2nsnc2c(S(=O)(=O)N2CCN(C)CC2)c1C | x | x | -4% | x | x | x | 0.0% | 0.0% | 1.3% | 4%
O=C(COC(=O)CC(c1ccccc1)c1ccccc1)Nc1cccc(F)c1 | 3.3% | -1.6% | -2% | x | -1 | -3 | -0.1% | x | 1.6% | 12%
NC1=NC[C@H](CC2CCCCC2)N1CCc1cc(C(F)(F)F)cc(C(F)(F)F)c1 | x | x | -1% | i | x | x | -2.7% | -1.5% | -4.2% | 13%
COc1ccccc1NC(=O)CSc1ncnc2c1oc1ccccc12 | -3.3% | 0.7% | 1% | i | 12 | -8 | 0.5% | -0.5% | 0.4% | 4% | Dengue-2 NS5 capping pilot replicate=-2.4
CCc1ccccc1NC(=O)c1noc(C(C)C)c1[N+](=O)[O-] | -0.2% | -6.9% | -14% | i | 7 | 10 | 0.1% | -0.2% | 4.2% | -2%
Cc1cc(NC(=O)C2CCCN2C(=O)Nc2cccc(Cl)c2)ccc1-n1cnnn1 (stereo unspecified) | -5.7% | -0.9% | -9% | i | -10 | -11 | -0.2% | -0.6% | 0.0% | -2%
CC(=O)Nc1ccc(N(C(=O)CNC(=O)c2ccco2)C(C(=O)NCC2CCCO2)c2ccccc2)cc1 (stereo unspecified) | -13% | 2.3% | -1% | i | -28 | -2 | 0.3% | 0.8% | 4.6% | 5%
CCOC(=O)C1=NN(C(C)=O)C2(CC(=O)N(c3ccc(C)c(C)c3)C2=O)C1 (stereo unspecified) | -15% | 15% | -5% | i | 2 | 0 | 0.4%[50 µM] | 0.1% | 0.2% | 10%

Ordered by molecular weight (smallest number first): part of the list above
SMILES | XIAP antagonists | CSM14.1 death rescue | Dengue-2 NS5 capping | Yfh1-off respiration | WT yeast gro inh | WT yeast gro inh mutant strain | UTI89 phage lysis | West Nile virus CPE | RSV CPE inhibition | SV40 large T antigen | others
COc1ccccc1NC(=O)CSc1ncnc2c1oc1ccccc12 | -3.3% | 0.7% | 1% | i | 12 | -8 | 0.5% | -0.5% | 0.4% | 4% | Dengue-2 NS5 capping pilot replicate=-2.4
CCOC(=O)C1=NN(C(C)=O)C2(CC(=O)N(c3ccc(C)c(C)c3)C2=O)C1 (stereo unspecified) | -15% | 15% | -5% | i | 2 | 0 | 0.4%[50 µM] | 0.1% | 0.2% | 10%
NC1=NC[C@H](CC2CCCCC2)N1CCc1cc(C(F)(F)F)cc(C(F)(F)F)c1 | x | x | -1% | i | x | x | -2.7% | -1.5% | -4.2% | 13%
